Source: PubChem
TEAD-YAP inh: TEAD-YAP interaction inhibition; HEK-TIYL cells, TEAD-Gal4/YAP UAS-luciferase luminescence; inhibition, % at 9.12 µM; 640,000 tested, 1.4% active; in the data active = inhibition above about 32%;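 also: 0% = median of test compound wells and 100% = reference inhibitor wells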
GPR151 ag: activators of human GPR151; Q8TDV0; 650,000 tested, 1% active; AID 1508602; PathHunter beta-arrestin GPR151 cells, luminescence; activation, % at 11.2 µM; in the data active = activation above about 4.9%;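 also: 0% = median of compound wells and 100% = cells with positive control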
Target sequence (Q8TDV0 whole entry, looked up): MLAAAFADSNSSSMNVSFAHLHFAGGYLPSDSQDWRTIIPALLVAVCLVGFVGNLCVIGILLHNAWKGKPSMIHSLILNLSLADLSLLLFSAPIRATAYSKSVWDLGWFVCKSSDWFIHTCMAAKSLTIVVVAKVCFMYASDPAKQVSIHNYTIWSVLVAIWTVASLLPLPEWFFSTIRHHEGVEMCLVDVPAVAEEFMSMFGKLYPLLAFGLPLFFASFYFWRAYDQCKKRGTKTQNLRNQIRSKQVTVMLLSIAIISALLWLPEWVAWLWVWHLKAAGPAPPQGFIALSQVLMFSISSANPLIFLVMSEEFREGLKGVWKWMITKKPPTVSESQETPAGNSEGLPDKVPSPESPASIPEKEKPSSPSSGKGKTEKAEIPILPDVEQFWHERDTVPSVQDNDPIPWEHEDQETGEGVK
MITF inh: inhibitors of human MITF; O75030; AlphaScreen MITF homodimerization, bead proximity signal; inhibition, % at 2.6 µM; 650,000 tested, 0.91% active; AID 1259374; in the data active = inhibition above about 50%;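 also: 0% = vehicle wells with protein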
Target sequence (O75030 whole entry, looked up): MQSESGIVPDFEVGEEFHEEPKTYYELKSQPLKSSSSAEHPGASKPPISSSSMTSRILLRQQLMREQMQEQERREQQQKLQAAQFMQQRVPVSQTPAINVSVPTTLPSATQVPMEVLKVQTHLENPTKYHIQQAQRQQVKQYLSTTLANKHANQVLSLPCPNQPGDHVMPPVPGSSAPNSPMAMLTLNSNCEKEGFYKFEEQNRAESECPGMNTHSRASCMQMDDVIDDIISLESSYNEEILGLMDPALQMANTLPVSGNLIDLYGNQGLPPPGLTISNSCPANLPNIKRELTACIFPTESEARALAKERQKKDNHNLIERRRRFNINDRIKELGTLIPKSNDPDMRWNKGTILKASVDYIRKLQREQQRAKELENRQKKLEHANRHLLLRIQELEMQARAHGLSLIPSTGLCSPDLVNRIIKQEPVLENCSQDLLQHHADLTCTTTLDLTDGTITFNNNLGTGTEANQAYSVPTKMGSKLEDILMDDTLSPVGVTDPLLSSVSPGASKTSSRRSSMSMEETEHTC
FBW7 act: human FBW7 E3 ligase activation, primary screen | Q969H0 | AlphaScreen FBW7–phospho-cyclin E peptide binding, activator screen | normalized activity (activation), % at 26.1 µM | 650,000 tested, 0.13% active | AID 1259310; in the data active = normalized activity above about 1.9%;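 also: purified mutant Fbw7 with reduced substrate affinity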
Numbers without * were called inactive; & = joins results of further samples.

SMILES	TEAD-YAP inh	GPR151 ag	MITF inh	FBW7 act
OC(COc1ccccc1CNCCCOc1cccnc1)CN1CCc2ccccc2C1 (stereo not drawn)	2.7	3.2	-3.8	0.0
O=C(CC(C(=O)O)N1CCN(c2ccc(F)cc2)CC1)c1ccc(C2CCCCC2)cc1 (stereo not drawn)	12.5	0.5	-4.7	-0.1
Cc1ccc(Cl)cc1NS(=O)(=O)c1cc(S(=O)(=O)Nc2cc(Cl)ccc2C)c2cccc3c2c1NC3=O	0.0	0.4	-29.2	-0.1
Cc1cc(Cl)c2cc(O)ccc2n1	5.5	-0.8	3.3	-0.2
Fc1ccc(Nc2nc(SCc3ccc(Cl)cc3)nc3ccccc23)cc1F	-5.0	0.0	6.1	0.0
CC1(C)Cc2c(sc3ncn4ncnc4c23)CO1	1.1	-1.0	-17.7	-0.1
Cc1ccc(S(=O)(=O)N2C[C@H](O)C[C@@H]2C(=O)Nc2ccc3[nH]ncc3c2)cc1	-4.8	-0.1	-2.0	-0.1
COc1ccc(-c2nc3ccccc3c(=O)n2CC(=O)Nc2ccc(C)cc2C)cc1OC	5.0	-0.4	-2.1	0.2
CCCn1c(NCc2cccc(OC)c2O)nc2ccccc21	-31.8	-1.1	0.3	0.1
CC(C)(C)OC(=O)NC(Cc1ccc(O)cc1)C(=O)O (stereo not drawn)	1.0	-2.1	6.4	0.1
CCOc1cccc2sc(NC(=O)c3cc4ccccc4o3)nc12	-1.4	-1.1	12.8	0.2
Cc1cccc(CC(=O)Nc2cnn(-c3cccc(C(=O)Nc4cc(C)ccn4)c3)c2)c1	7.1	-0.1	3.8	0.0
Cc1ccc(S(=O)(=O)N2CCN(C(C)C)CC2)cc1	4.2	-1.1	-3.5	0.1
COc1cc(-c2nc3cnccn3c2Nc2ccc(Cl)cc2)ccc1O	-17.0	-0.1	0.3	0.1
Cc1ccc(-n2cnc3sc4c(c3c2=O)CCCC4)cc1	-38.5	0.2	5.5	0.2
COc1ccc(C(CNC(=O)c2cc(SC)ccc2Cl)N(C)C)cc1 (stereo not drawn)	10.5	1.1	13.9	0.0
O=[N+]([O-])c1ccc(CSc2nnc(-c3cnccn3)n2Cc2ccco2)cc1	-1.9	0.0	0.2	-0.1
CC(=O)Nc1ccc2nc(Cc3ccccc3)[nH]c2c1	-3.2	-0.4	-0.2	-0.1
COc1ccc(Cl)cc1NC(=O)CN(c1ccc(F)cc1)S(C)(=O)=O	-4.2	-1.5	8.0	0.0
CCOC(=O)c1nnn(CC(=O)Nc2ccc(Br)c(C)c2)c1C(=O)OCC	5.5	2.6	2.6	-0.1
O=C(CC1(C(F)(F)F)NCCO1)c1cccs1 (stereo not drawn)	-50.0	0.4	-0.7	0.1
CN(CC(=O)NC1CCCCCCC1)S(=O)(=O)c1cc2c(cc1Cl)NC(=O)CO2	-7.8	0.5	1.6	-0.1
COC(=O)C1CCN(C(=O)COC(=O)Cn2[nH]c(=O)c3ccccc3c2=O)CC1	10.1	1.9	-7.6	0.0
COc1cc(/C=C2/C(=N)N3C=CSC3=NC2=O)ccc1OCCCOc1ccc(C)c(C)c1	5.8	-0.3	2.7	0.1
CN(C)c1ccc(/C=N/NC(=O)Cc2c[nH]c3ccccc23)cc1	-7.7	1.2	7.2	0.0

Another view of some results above.
Values run as follows: TEAD-YAP inh, GPR151 ag, MITF inh, FBW7 act
CCCn1c(NCc2cccc(OC)c2O)nc2ccccc21
  -31.8, -1.1, 0.3, 0.1
CC(C)(C)OC(=O)NC(Cc1ccc(O)cc1)C(=O)O (stereo not drawn)
  1.0, -2.1, 6.4, 0.1
CCOc1cccc2sc(NC(=O)c3cc4ccccc4o3)nc12
  -1.4, -1.1, 12.8, 0.2
Cc1cccc(CC(=O)Nc2cnn(-c3cccc(C(=O)Nc4cc(C)ccn4)c3)c2)c1
  7.1, -0.1, 3.8, 0.0
Cc1ccc(S(=O)(=O)N2CCN(C(C)C)CC2)cc1
  4.2, -1.1, -3.5, 0.1

(further entries)
SMILES	TEAD-YAP inh	GPR151 ag	MITF inh	FBW7 act
COc1ccc(OC)c(C(=O)COC(=O)c2ccc(C)cc2)c1	3.6	0.5	1.2	0.1
CC(C)CNC(=O)CN(C1CCCCC1)S(C)(=O)=O	0.4	1.0	25.8	0.8
COc1ccc(-c2noc(CNC(=O)c3ccc(Br)cc3)n2)cc1	-8.0	-1.3	-7.1	-0.1
CCOC(=O)C(=CNc1cccc2ccccc12)C(=O)OCC	6.0&-1.1	-0.3&0.3	2.9&-8.2	0.2&0.1
Cc1cc(Cl)ccc1NC(=O)CN(CCc1ccccc1)S(=O)(=O)c1ccccc1	1.6	1.1	20.6	1.0
Cc1ccc(S(=O)(=O)NCC(=O)N2CCOC(c3ccccc3)C2)cc1C (stereo not drawn)	5.1	0.7	-0.8	-0.1
Clc1cccc(/C=N/Nc2nncc3ccccc23)c1Cl	-1.9	1.0	-6.8	0.0
C/C=C/C=C(\NC(=O)c1ccccc1)C(=O)O	4.3	-0.7	7.5	-0.2
NC(=O)c1cc(S(=O)(=O)Nc2ccc(F)c(F)c2)co1	-6.4	0.5	3.3	-0.1
CC(=O)C1=C(O)C(=O)NC1c1ccccc1[N+](=O)[O-] (stereo not drawn)	-7.2	0.4	11.7	0.0
COc1ccccc1C(NC(=O)Cc1ccccc1)c1c(O)ccc2ccccc12 (stereo not drawn)	-0.6	-0.9	3.4	-0.1
O=c1[nH]c(N2CCOCC2)nc2ccccc12	0.8	0.5	-5.2	-0.1
Cc1cc(NC(=O)Cc2nn(C)c(=O)c3ccccc23)no1	25.8	-0.8	15.6	0.2
CC(C)CCNC(=O)CN1CC(=O)N2CCCC2C1=O (stereo not drawn)	-8.1	-1.1	-2.7	-0.1
CCOc1ccccc1NC(=O)CN1CCN(CC)C(=O)C1=O	3.0	-2.4	1.0	-0.1
CC(=O)Nc1ccccc1NC(=O)c1ccc(C)cc1C	-14.0	-2.3	25.1	0.7
O=C(Cc1ccc(Cl)c(Cl)c1)N1CCN(c2ccccn2)CC1	-15.1	1.7	-5.1	-0.1
CCc1ccccc1-n1c(C)c(C)n2c3c(=O)n(CC(N)=O)c(=O)n(C)c3nc12	-2.7	-0.2	-5.2	0.8
CC(=O)[C@H]1CC[C@H]2[C@@H]3CCC4=CC(=O)CC[C@]4(C)[C@H]3CC[C@]12C	6.6&-0.5	1.8&0.5&2.2	13.9&-6.5&11.0	0.1&0.3&0.3
Cc1cc(-n2c(SCC(=O)NCCc3ccccc3)nc3n[nH]c(C)c3c2=N)ccc1Cl	15.5	2.7	-0.5	0.1
CN1C(C)(C)C(C(N)=S)=[N+]([O-])C1(C)C	-30.0	0.2	-7.0	0.3
Cc1nc2c(nnn2Cc2ccccc2)c(=O)n1Cc1ccccc1	10.0	10.5*	-3.7	0.0
COc1cccc(-c2nc(-c3ccccc3)c(-c3cc(C)ccc3C)[nH]2)c1	0.5	1.6	18.0	-0.1
O=C1OC(c2ccccc2Cl)=N/C1=C\c1ccc(I)cc1	4.5	0.4	19.8	0.3
O=C(NC1CCN(Cc2ccccc2)CC1)c1csc(Nc2ccncc2)n1	-10.0	2.8	-1.6	0.1
SMILES	TEAD-YAP inh	GPR151 ag	MITF inh	FBW7 act
CCN(Cc1ccccc1)S(=O)(=O)c1cc(C(=O)Nc2ccc(Br)cc2)ccc1F	50.3*	1.3	-0.6	-0.1
COc1ccc(-c2cnn3c(N4CCCCC4CCO)ccnc23)cc1OC (stereo not drawn)	37.6*	-1.2	-6.9	-0.5
COc1ccccc1NC(=O)CSc1nc2ccccc2nc1N1CC(C)OC(C)C1 (stereo not drawn)	10.4	0.0	-1.0	0.0
CCOC(=O)c1sc2ncn(Cc3ccccc3F)c(=O)c2c1C	-6.2	-1.1	-1.7	0.2
Cc1ccc(-c2nnc(Nc3ccc(Cl)cc3)c3ccccc23)cc1S(=O)(=O)NCCO	-2.5	-0.3	-1.0	0.1
CCN1C(SCC(=O)Nc2cc(Cl)ccc2C)=NS(=O)(=O)c2ccccc21	1.7	1.3	6.6	0.0
O=C(CN1C(=O)CSC1=O)Nc1ccc(F)cc1	-0.6	-0.1	-0.2	0.0
N#C/C(=C\c1ccc(Cl)cc1)c1nc(-c2cc3c(ccc4ccccc43)oc2=O)cs1	6.5	-0.2	-10.7	0.0
CN1CCN(C(=O)c2ccc(-c3cccc(C(=O)NCCc4ccc(O)cc4)n3)cc2)CC1	10.9	2.1	-0.5	0.0
COC(=O)c1sc(NC(=O)c2cccs2)nc1C	-16.7	-3.7	-3.8	-0.1
CCn1c(SCC(=O)NC(C)c2ccccc2)nnc1C(C)NC(=O)c1ccccc1 (stereo not drawn)	-9.6	-2.0	-8.8	-0.1
CCCCCOC(=O)COc1ccc2c(=O)c(-c3ccccc3OC)c(C(F)(F)F)oc2c1	4.5	-0.3	17.4	0.6
CCOC(=O)c1ccc(CN(Cc2ccc(F)cc2)S(=O)(=O)c2cc(C(=O)Nc3cc(C(F)(F)F)ccc3Cl)ccc2F)cc1	2.5	1.1	-0.9	0.1
CC(C)CCNC(=O)c1c[nH]c2ccc(S(=O)(=O)N3CCC(C)CC3)cc2c1=O	2.5	-0.9	5.2	0.2
O=C(O)CCCC(=O)NCc1ccco1	1.5	-0.3	28.6	0.0
CS(=O)(=O)c1ccc(C(=O)Nc2c(C(N)=O)oc3ccccc23)cc1	10.5	-0.6	0.2	0.0
CCCCN(C)C(=O)C(NS(=O)(=O)c1ccc2c(c1)CCC(=O)N2)c1ccccc1 (stereo not drawn)	3.4	-0.5	6.4	-0.1
CCCNC(=O)c1cnc(Nc2cnccn2)s1	-11.6	-1.6	54.7*	0.0
Cc1ccc(C)c(N2CCN(S(=O)(=O)c3c[nH]c4ccc([N+](=O)[O-])cc34)CC2)c1	1.7	-0.4	8.3	-0.2
O=C(NCc1ccc2c(c1)OCO2)c1ccc(CS(=O)(=O)Cc2cccc(Cl)c2)o1	4.0	-0.4	4.4	0.3
CCOc1ccc(/C=N/NC(=O)Cn2ccnc2C)cc1	3.0	0.7	-2.6	0.0
Cc1ccc(Nc2nc(-c3c(C)nc4ncccn34)cs2)c(C)c1	51.9*	-0.5	12.2	-0.1
COc1ccc(N=c2scc(C)n2CCO)cc1	-15.2	0.3	-1.9	0.0
CCN(CC)C(=S)SCC(=O)c1ccc([N+](=O)[O-])cc1	-30.1	0.0	19.8	-0.4
COc1cccc(C(c2nnnn2Cc2ccccc2)N2CCN(C)CC2)c1OC (stereo not drawn)	-7.2	2.0	-10.2	0.0

The list goes on, starting with the last 4 of the part before.
SMILES	TEAD-YAP inh	GPR151 ag	MITF inh	FBW7 act
Cc1ccc(Nc2nc(-c3c(C)nc4ncccn34)cs2)c(C)c1	51.9*	-0.5	12.2	-0.1
COc1ccc(N=c2scc(C)n2CCO)cc1	-15.2	0.3	-1.9	0.0
CCN(CC)C(=S)SCC(=O)c1ccc([N+](=O)[O-])cc1	-30.1	0.0	19.8	-0.4
COc1cccc(C(c2nnnn2Cc2ccccc2)N2CCN(C)CC2)c1OC (stereo not drawn)	-7.2	2.0	-10.2	0.0
O=C(NNC(=O)c1cc2ccccc2cc1O)c1ccco1	-34.9	-8.2	-15.2	-0.2
O=C1CCCc2nc(NC(=O)c3cccc4ncccc34)sc21	-49.7	-1.5	4.5	0.7
Cc1c(C#N)c2ccccc2n1CC(N)=O	4.6	-0.5	-6.6	0.1
Cc1ccc2c(c1)N(CC(=O)N1CCOCC1)C(=O)C(C)O2 (stereo not drawn)	-3.4	0.1	-7.2	-0.1
CCC(C)C1N=C2c3ccccc3N=C(SCc3ccccc3Cl)N2C1=O (stereo not drawn)	-23.9	-0.5	5.8	0.0
CSc1ccc(C2c3[nH]c4ccccc4c3CCN2C(=O)CCCN2CCCC2=O)cc1 (stereo not drawn)	-26.4	-1.4	-9.5	-0.1
O=C(NCc1cccnc1)c1c(O)c2cccc3c2n(c1=O)CCC3	5.3	1.3	-3.0	-0.1
CC(C)C[C@H]1NC(=O)[C@@H]2C[C@H](NC(=O)c3cc(C(C)(C)C)nn3C)CN2C1=O	-4.7	1.6	5.4	0.1
COc1ccc(CC2(CCC(=O)NC(C)c3n[nH]c(=O)[nH]3)CCC(=O)N2)c2ccccc12 (stereo not drawn)	7.7	1.2	2.7	0.1
CCOc1ccc(C2=NN3C(C2)c2cc(Cl)ccc2OC3c2ccc(F)c(F)c2)cc1 (stereo not drawn)	-9.3	-1.3	13.0	0.1
N#C/C(=C/c1ccc([N+](=O)[O-])o1)c1nc(C2CC2)cs1	9.8	-0.4	15.0	0.2
O=C1CCCN1CC1CCN(c2nc3nonc3nc2NCc2ccccc2)CC1	-5.0	1.2	9.3	0.0
N#Cc1c(SCc2ccc(Cl)cc2)nsc1SCc1ccc(Cl)cc1	3.2	-0.4	2.4	0.0
NS(=O)(=O)c1ccc(CCNC(=O)c2ccccc2[N+](=O)[O-])cc1	0.6	1.8	6.3	0.1
COc1ccc(C(=O)Nc2ccc(N(C)C)cc2)cc1OC	-57.1	-6.6	17.5	-0.1
CCCOc1ccc(-c2c(C)n([O-])c(C)c(-c3ccc(F)cc3)[n+]2=O)cc1	-3.0	1.0	18.0	0.0
COc1ccc(CN2CCN3CCCC3C2C)c(OC)c1OC (stereo not drawn)	11.5	0.1	10.4	-0.4
CCc1cccc(C)c1NC(=O)c1cc(S(=O)(=O)N(CC)c2ccccc2)ccc1F	-2.1	1.0	1.5	0.0
COC(=O)c1ccccc1NC(NC(=O)N(C)C)C(Cl)(Cl)Cl (stereo not drawn)	3.7	0.2	-2.9	0.0
Cc1occc1-c1nnc(SCC(=O)NCc2cccs2)n1CC1CCCO1 (stereo not drawn)	-13.3	0.6	-20.9	0.1
COc1cc(C2=NOC(C(=O)Nc3cc(C)ccc3O)C2)cc(OC)c1OC (stereo not drawn)	-3.0	0.1	-6.5	-0.2
